# CHRM4 PAM: human M4 muscarinic receptor positive allosteric modulators, primary screen, CHO-K1 cells, Fluo-8 calcium fluorescence; hit rate 0.4% among 360,000; AID 624126, 2012; activation, % at 3 µM; CHO-K1 hM4/Gqi5, ACh EC20; 0% = ACh EC20, 100% = maximal ACh;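 active means activation above its plate's cutoff, the mean activation of sample wells plus 3 SD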; further: some results filed as inactive read as strong as hits
# Target sequence (P08173 whole entry, looked up): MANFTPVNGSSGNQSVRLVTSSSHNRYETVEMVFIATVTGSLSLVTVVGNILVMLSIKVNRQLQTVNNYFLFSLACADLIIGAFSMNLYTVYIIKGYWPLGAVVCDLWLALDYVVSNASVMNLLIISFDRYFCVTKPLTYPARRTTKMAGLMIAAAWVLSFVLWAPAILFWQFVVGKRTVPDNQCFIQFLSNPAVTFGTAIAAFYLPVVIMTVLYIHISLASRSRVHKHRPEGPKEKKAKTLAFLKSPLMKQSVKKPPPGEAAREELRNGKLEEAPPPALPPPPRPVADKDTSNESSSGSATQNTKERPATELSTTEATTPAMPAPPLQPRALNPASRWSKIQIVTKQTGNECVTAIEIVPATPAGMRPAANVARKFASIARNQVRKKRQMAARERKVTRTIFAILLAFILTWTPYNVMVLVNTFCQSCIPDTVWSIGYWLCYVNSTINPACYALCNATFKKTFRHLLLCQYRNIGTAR
# IDE cell activ: human IDE activators in live cells, primary screen, fluorescence polarization, HEK cells, FAbeta-B substrate | Insulin-degrading enzyme (Homo sapiens), P14735 | FAbeta-B cleavage; 0% vehicle, 100% cell-free pure enzyme wells | activation, % at 5.96 µM | hit rate 0.073% among 340,000;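 active means activation above the mean of all tested compounds plus 3 SD, set per screening campaign, cut at about 17% in these data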
# pCIP destab: p/CIP-EGFP fusion destabilizers, primary screen, fluorescence, F442A cells; Q05BA5; 16 h; decrease of EGFP signal, % at 10 µM; hit rate 0.01% among 290,000; AID 1984, 2009;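 active means EGFP signal decrease of at least 30% at 10 µM or well 3 SD below plate mean, unless failing retest; inactive means the rest, including hits failing retest or dose response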; further: some compounds called inactive have numbers as strong as hits; many of its hits are not listed in these tables
# GalR3 antagonist: GalR3 antagonists in HEK293 cells, primary screen, cell-based, fluorescence readout | Galanin receptor type 3 (Homo sapiens), O60755 | HEK293 GalR3-CNG cAMP membrane potential fluorescence; galR3 body fused to GalR1 C-terminus | inhibition, % at 3 µM | hit rate 0.44% among 360,000;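 active means inhibition above the screen-wide average plus 3 SD, cut at about 13% in these data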;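 further: forskolin and galanin both at EC90 stimulate the cells; cAMP rise reported by CNG channel membrane potential dye signal; 0% = forskolin plus galanin with DMSO and 100% = forskolin alone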
# IDE cell inh: human IDE inhibitors in live cells, primary screen, fluorescence polarization, HEK cells, FAbetaB substrate | FAbetaB cleavage | hit rate 0.41% among 320,000 | Insulin-degrading enzyme (Homo sapiens), P14735 | inhibition, % at 5.59 µM;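 active means percent inhibition above the average of all tested compounds plus 3 SD, set per screening campaign, cut at about 16% in these data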;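 further: IDE supplied by intact live HEK cells; FP after avidin binding of uncleaved biotin substrate so inhibition keeps polarization high; 0% = DMSO wells and 100% = 60 µM reference IDE inhibitor Ii1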
# MEKK3 PB1 HTS: modulators of MEKK3-MEK5 PB1 binding, primary screen, biochemical, wildtype MEKK3, multiplex bead flow cytometry, Alexa488-MEK5 | AID 1529, 2009 | Mitogen-activated protein kinase kinase kinase 3 (Homo sapiens), Q99759 | bead-based flow cytometry, Alexa488-MEK5 binding to MEKK3; actives lie on both sides; 0 = blocked by unlabeled MEK5, 100 = vehicle | binding response (% of control), % at 10 µM | hit rate 1.4% among 290,000;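 active means binding response more than 3 SD above or below the average of its plate-row segment, actives on both sides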;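 further: Alexa488 bead fluorescence after subtracting the streptavidin-only scavenger bead signal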
# Target sequence (Q99759 whole entry, looked up): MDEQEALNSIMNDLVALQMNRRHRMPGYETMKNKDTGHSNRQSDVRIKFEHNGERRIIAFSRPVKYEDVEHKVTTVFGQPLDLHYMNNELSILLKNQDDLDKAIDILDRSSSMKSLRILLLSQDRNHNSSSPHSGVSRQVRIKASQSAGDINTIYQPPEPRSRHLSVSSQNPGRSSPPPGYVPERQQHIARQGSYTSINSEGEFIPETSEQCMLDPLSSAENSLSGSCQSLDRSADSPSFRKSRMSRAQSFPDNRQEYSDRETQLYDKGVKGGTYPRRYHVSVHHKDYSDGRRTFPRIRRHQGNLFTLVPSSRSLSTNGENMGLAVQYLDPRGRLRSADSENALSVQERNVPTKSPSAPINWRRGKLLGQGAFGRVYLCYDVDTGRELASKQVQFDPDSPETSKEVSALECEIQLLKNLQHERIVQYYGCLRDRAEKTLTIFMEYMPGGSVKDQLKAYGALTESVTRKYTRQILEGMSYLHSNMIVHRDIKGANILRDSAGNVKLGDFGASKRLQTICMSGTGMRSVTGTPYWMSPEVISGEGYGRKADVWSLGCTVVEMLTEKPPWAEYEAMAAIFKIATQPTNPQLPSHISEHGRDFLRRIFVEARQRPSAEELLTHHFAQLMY
# PHOSPHO1 block: PubChem AID 1565; Phosphoethanolamine/phosphocholine phosphatase (Homo sapiens), Q8TCT1; recombinant PHOSPHO1, absorbance phosphatase assay; inhibition, % at 13.3 µM; hit rate 1.1% among 290,000; in the data active means inhibition above about 60%
# CRFR2-BP antag: antagonists of CRF-BP/CRF-R2 complex, primary screen, cell-based, HEK293, calcium dye fluorescence, uHTS | inhibition, % at 11.8 µM | hit rate 0.59% among 350,000 | CRF-induced calcium fluorescence;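 active means inhibition of the ligand-induced calcium signal above about 50% at the single tested concentration, limit read from the data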
# CRFR2-BP ag: agonists of CRF-BP/CRF-R2 complex, primary screen, cell-based, HEK293, calcium dye fluorescence, uHTS; CRF-binding protein / CRF receptor 2 complex (human); calcium dye fluorescence (FLIPR); percent of saturating CRF peptide response; hit rate 0.46% among 350,000; activation, % at 13.2 µM;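 active means activation of at least 50%, plus an integration ratio under a set limit after plate pattern correction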;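 further: plate controls were neutral control wells without compound for no effect and CRF at EC100 for full effect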
# Numbers without * were called inactive; . = no result given.
# Order of values – CHRM4 PAM	IDE cell activ	pCIP destab	GalR3 antagonist	IDE cell inh	MEKK3 PB1 HTS	PHOSPHO1 block	CRFR2-BP antag	CRFR2-BP ag
CN(C)S(=O)(=O)N1CCN(c2ccc([N+](=O)[O-])cc2)CC1
 : 0.3	4.9	-8.5	0.1	1.0	123.0	35.8	10.4	-0.4
CC(OC(=O)/C=C/c1ccccc1)C(=O)N1CCc2ccccc21 (stereo unspecified)
 : 7.4	5.4	.	2.7	-2.5	.	.	13.4	0.0
O=C(Cc1cccs1)NNC(=S)NCc1ccc(Cl)cc1
 : 2.4	-3.5	0.5	1.5	3.3	102.0	100.4*	-0.8	1.1
CN1CC(c2ccccc2)C2(COc3ccccc3C2=O)C12C(=O)Nc1ccccc12 (stereo unspecified)
 : 7.7	-0.4	-1.4	-0.1	0.6	106.0	33.9	-74.8	4.8
COCc1cc(C)nc(SCC[N+](C)(C)CC(=O)c2ccc(Br)cc2)c1C#N
 : -20.3	-0.1	1.4	2.1	4.5	111.0	-7.7	-1.5	-0.2
O=C(CN(C(=O)CCC(=O)Nc1ccccn1)c1ccc(F)cc1)NCCc1ccccc1
 : -2.6	4.7	6.6	-12.1	6.1	97.0	10.8	-6.8	-2.0
CC1CCCCC1NC(=O)c1ccc(CNc2c(N3CCCC3)c(=O)c2=O)cc1 (stereo unspecified)
 : 1.6	-2.4	-4.0	4.1	-0.3	93.0	14.1	24.9	3.7
NC(=O)N1OCC2COc3ccc4ccccc4c3C21 (stereo unspecified)
 : -3.5	8.0	-5.1	-0.8	5.7	104.0	-9.3	-3.0	-2.2
Cc1ccc(NC(=O)CCCc2c[nH]c3ccccc23)nc1
 : -3.9	1.8	4.5	0.1	-1.3	102.0	23.8	2.2	0.5
CCOC(=O)C1=C(C)NC2=C(C(=O)CCC2)C1c1cccnc1 (stereo unspecified)
 : -3.8	3.7	-10.0	-6.2	-1.1	100.0	35.7	1.5	7.8
C[C@H]1CN([C@@H](C)CO)C(=O)CCCn2nncc2CO[C@H]1CN(C)C(=O)Nc1ccc2c(c1)OCO2
 : -5.2	.	.	-2.5	.	.	.	-5.8	2.3
CC(C(=O)Nc1cccnc1)n1cc([N+](=O)[O-])cn1 (stereo unspecified)
 : -5.8	6.3	-1.2	-0.9	4.7	105.0	24.5	6.0	5.2
CCN1CCN(C(=O)C(C)Nc2ccc(OC)cc2OC)CC1 (stereo unspecified)
 : -6.2	5.8	-17.0	3.5	-4.8	89.0	23.3	6.0	0.9
COc1ccc(Cl)cc1N(C(=O)Nc1cccc(Cl)c1)C1=NCC(C)S1 (stereo unspecified)
 : -5.1	3.6	2.4	-0.2	1.7	129.0*	-1.8	0.4	0.7
COCCNC(=O)c1c[nH]c2ccc(S(=O)(=O)N3CCOCC3)cc2c1=O
 : -11.4	-0.9	-3.9	1.7	-0.3	99.0	22.5	8.5	1.2
Cc1ccc(C)c(OCC(=O)N2CCOCC2)c1
 : 1.7	1.3	2.7	-6.2	5.5	101.0	8.9	8.1	3.7
CCOc1ccc(-c2nc(N)ncc2-c2ccccc2)c(O)c1
 : 7.8	2.2	2.4	-1.8	12.9	112.0	-17.4	10.9	-2.5
O=C(CCNC(=O)c1ccc(Br)cc1)NCC1COc2ccccc2O1 (stereo unspecified)
 : -0.6	-1.4	-7.6	-4.5	6.5	97.0	56.6	3.8	0.4
O=C(O)c1ccc(-n2c(-c3ccccc3)n[nH]c2=S)cc1
 : 6.3	3.6	-3.5	-2.4	-1.3	106.0	-15.6	18.5	0.6
CS(=O)(=O)N(CCc1ccccc1)CC(=O)NCc1ccc2c(c1)OCO2
 : 4.5	-6.0	-0.5	-2.0	3.7	105.0	4.7	-2.8	-0.5
CC(=O)NC(Cc1ccccc1)C(=O)N1CCN(C(=S)NCC(C)C)CC1 (stereo unspecified)
 : 4.7	4.7	4.6	-6.0	-6.8	102.0	2.0	-0.8	-1.2
CC(C)Nc1ccc(Cl)cc1[N+](=O)[O-]
 : .	.	-0.5	.	4.2	123.0	21.9	.	.
CCOC(=O)c1c(C)[nH]c(C)c1C(=O)COC(=O)c1cccc(S(=O)(=O)NC)c1
 : -4.8	0.5	-5.5	-6.0	0.8	105.0	34.6	9.1	-2.2
COC(=O)NCC(c1ccc2c(c1)OCO2)N1CCN(c2ccc(OC)cc2)CC1 (stereo unspecified)
 : 4.4	0.7	5.2	1.8	2.2	101.0	-42.7	-5.9	0.2
C=C(C)Cn1c(CCCNC(=O)CCC)nc2ccccc21
 : 9.3	-2.7	-0.8	3.4	0.0	81.0	34.7	-11.8	2.2
Oc1c(Cl)cc(Cl)cc1/C=N/NC(=S)NC1CC2C=CC1C2 (stereo unspecified)
 : -9.2	3.0	-7.2	-3.8	-0.9	98.0	-23.4	4.7	22.8
CN(Cc1cccnc1)C(=O)Cc1ccc(NS(=O)(=O)c2cccc(C(F)(F)F)c2)cc1
 : -0.8	-0.5	-2.5	-7.3	-0.4	101.0	32.0	-6.3	0.9
CCCCOC(=O)c1ccc(NC(=O)CSC2=Nc3ccccc3C3CC=NN23)cc1 (stereo unspecified)
 : 5.2	2.1	1.0	1.2	7.0	106.0	11.5	-9.1	6.4
O=C(O)CCC1OC(=O)C(O)=C1c1ccccc1 (stereo unspecified)
 : 4.2	2.5	-1.2	-5.8	1.3	104.0	31.1	-0.1	-0.3
Cc1cc(C(=O)Nc2sc3c(c2C#N)CCC(C(C)(C)C)C3)no1 (stereo unspecified)
 : 3.6	8.9	-6.1	-5.9	-3.2	103.0	40.4	-58.5	3.3
Cc1cc(NC(=O)C(C)SCC(=O)OCC(=O)N(Cc2ccccc2)C(C)(C)C)no1 (stereo unspecified)
 : -6.4	4.0	3.1	6.1	3.3	96.0	12.5	-9.3	0.6
CC(C)(C)NC(=O)C1CCCN(S(=O)(=O)c2cccc3cccnc23)C1 (stereo unspecified)
 : 0.3	-2.1	-14.3	1.0	-0.7	104.0	2.1	9.5	0.0
O=C(CNC(=O)c1cccc(OC(F)F)c1)Nc1ccc(Cl)cc1
 : 0.0	-0.5	-8.4	-6.9	2.0	96.0	.	-6.0	-0.8
CC(=O)c1ccc(NC(=O)CN2CCC(NC(=O)c3ccccc3C)CC2)cc1
 : 1.0	.	.	-7.0	.	.	.	21.5	-0.6
S=C(NCc1ccccc1)NCc1ccc(CNC(=S)NCc2ccccc2)cc1
 : -5.4	5.1	3.2	-6.6	3.1	84.0	-2.7	-37.1	17.9
CCOC(=O)c1ccccc1NC(=O)/C=C/c1cc(OC)c(OC)c(OC)c1
 : -1.3	1.3	-5.2	4.6	3.0	103.0	-2.0	-1.3	-0.9
CC1Cc2ccccc2N1Cc1ccc([N+](=O)[O-])cc1 (stereo unspecified)
 : 0.2	0.3	-19.5	-9.9	-1.1	103.0	16.0	36.0	-2.1
CCCNC(=O)CSc1nccn1Cc1ccco1
 : 2.4	8.4	5.9	-5.1	-0.3	91.0	-8.8	-14.8	-1.5
O=[N+]([O-])c1cc([N+](=O)[O-])c(Oc2ccc(Br)cc2Br)cc1NN1CCCCC1
 : 6.8	1.0	8.3	-2.9	-4.7	99.0	4.0	1.7	-0.7
COc1ccc(C(CC(=O)c2ccc(C)cc2)Sc2ccccc2N)cc1 (stereo unspecified)
 : 2.7	.	.	-6.8	.	.	.	-3.2	-1.3
O=c1ccc(S(=O)(=O)N2CCCC2)cn1Cc1nc(-c2ccc(F)cc2)no1
 : -8.2	6.4	.	-2.5	.	.	.	-13.7	1.0
COCc1nc2ccccc2n1Cc1c(F)cccc1Cl
 : -1.2	-1.7	-12.9	0.4	1.6	102.0	-0.5	-4.1	-5.1
COc1cc(SC)ccc1C(=O)Nc1cccc(C2OCCCO2)c1
 : -8.3	2.1	-7.2	-6.1	2.5	96.0	53.5	-4.9	-1.7
CCOC(=O)Cn1cc(/C=N/N2C(=O)C3C4C=CC(C4)C3C2=O)c2ccccc21 (stereo unspecified)
 : 4.4	5.5	6.3	3.3	13.2	102.0	33.5	6.0	-0.8
CCc1ccc(S(=O)(=O)NCCOc2cccc3cccnc23)cc1
 : 1.9	7.5	-5.1	-1.2	1.9	101.0	-9.1	6.7	-0.7
CC(=O)CSc1cc(-c2ccccc2)nc2ncnn12
 : -1.2	3.6	5.6	-3.2	1.7	86.0	17.1	4.3	-4.5
CCN(CCCNC(=O)C1CCC(=O)N1C1CCCC1)c1cccc(C)c1 (stereo unspecified)
 : -4.2	0.5	-6.1	-3.4	-1.3	93.0	-27.1	6.0	-0.8
Fc1ccc2c(c1)C(c1cccnc1)=NNC(c1cccs1)=N2
 : 0.5	-1.6	3.5	-2.3	1.6	107.0	4.7	25.5	2.6
COc1ccc(C(=O)NCCc2c[nH]c3ccccc23)cc1OC
 : -7.4	-0.8	-1.1	-4.8	6.0	101.0	34.3	-7.2	-1.6
CC(OC(=O)c1cccs1)C(=O)NCCc1ccccc1 (stereo unspecified)
 : -0.1	1.4	2.0	-4.8	2.6	100.0	24.0	2.7	-0.1
CC(C)(C)OC(=O)N1CCC(c2c(C(=O)NCC3CCN(C4CCCC4)C3)cnn2-c2cccc(Cl)c2)CC1 (stereo unspecified)
 : 2.1	-2.1	-14.1	-10.5	4.2	103.0	15.9	-25.0	1.5
N#Cc1ccc(C(=O)OCC(=O)Nc2cccc(S(=O)(=O)NC3=NCCC3)c2)cc1
 : 12.9	2.3	.	-4.1	-4.4	.	.	5.9	2.5
Cc1noc(C)c1C(=O)OC(C)C(=O)Nc1ccc2c(c1)OCO2 (stereo unspecified)
 : -1.4	0.4	.	-0.8	1.9	.	.	3.3	1.0
O=C(N/N=C/c1cccs1)C1CC(=O)N(c2ccccc2)C1 (stereo unspecified)
 : 3.2	-8.0	-3.5	6.6	-3.3	79.0	-3.0	5.3	-0.2
O=C1N(C2CCCC2)C[C@@H]2C[C@@H](c3cccn3-c3ccccn3)N3CCC[C@@]123
 : -6.7	3.8	4.0	2.1	5.0	103.0	23.9	22.3	1.7
Cc1ccc(-n2nc3ccc(N)cc3n2)cc1Cl
 : -2.7	1.0	1.1	0.8	-0.1	108.0	26.5	-22.1	9.8

# Retrieved by structure from the entries so far (3):
# Order of values – CHRM4 PAM	IDE cell activ	pCIP destab	GalR3 antagonist	IDE cell inh	MEKK3 PB1 HTS	PHOSPHO1 block	CRFR2-BP antag	CRFR2-BP ag
CC(=O)CSc1cc(-c2ccccc2)nc2ncnn12
 : -1.2	3.6	5.6	-3.2	1.7	86.0	17.1	4.3	-4.5
CCc1ccc(S(=O)(=O)NCCOc2cccc3cccnc23)cc1
 : 1.9	7.5	-5.1	-1.2	1.9	101.0	-9.1	6.7	-0.7
O=C1N(C2CCCC2)C[C@@H]2C[C@@H](c3cccn3-c3ccccn3)N3CCC[C@@]123
 : -6.7	3.8	4.0	2.1	5.0	103.0	23.9	22.3	1.7

# Compound activity as filed in PubChem BioAssay.
